Screening results deposited in PubChem BioAssay by The Scripps Research Institute Molecular Screening Center.
GPR151 activ: activates the human receptor GPR151; PathHunter beta-arrestin GPR151 cells, luminescence; 650,000 compounds, 1% hits; activation, % at 11.2 µM; in the data active = activation above about 4.9%;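 note: 0% = median of compound wells and 100% = cells with positive control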
Target sequence (Q8TDV0 whole entry, looked up): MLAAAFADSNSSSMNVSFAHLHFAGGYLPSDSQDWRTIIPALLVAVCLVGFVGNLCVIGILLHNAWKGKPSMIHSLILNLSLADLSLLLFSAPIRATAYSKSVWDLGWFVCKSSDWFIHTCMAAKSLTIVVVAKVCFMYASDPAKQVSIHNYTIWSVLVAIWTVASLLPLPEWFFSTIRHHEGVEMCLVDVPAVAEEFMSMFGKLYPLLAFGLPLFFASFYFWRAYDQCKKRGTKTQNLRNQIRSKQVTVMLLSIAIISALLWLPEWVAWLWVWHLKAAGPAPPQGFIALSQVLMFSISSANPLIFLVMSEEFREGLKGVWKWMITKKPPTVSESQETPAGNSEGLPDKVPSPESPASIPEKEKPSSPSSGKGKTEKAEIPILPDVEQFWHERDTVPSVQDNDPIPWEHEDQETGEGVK
TEAD-YAP inh: TEAD-YAP interaction inhibition | 640,000 compounds, 1.4% hits | HEK-TIYL cells, TEAD-Gal4/YAP UAS-luciferase luminescence | inhibition, % at 9.12 µM; in the data active = inhibition above about 32%;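 note: 0% = median of test compound wells and 100% = reference inhibitor wells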
FBW7 activator: activators of human E3 ligase FBW7; Q969H0; AlphaScreen FBW7–phospho-cyclin E peptide binding, activator screen; normalized activity (activation), % at 26.1 µM; 650,000 compounds, 0.13% hits; AID 1259310; in the data active = normalized activity above about 1.9%;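 note: purified mutant Fbw7 with reduced substrate affinity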
MITF inh: inhibitors of human MITF; O75030; AlphaScreen MITF homodimerization, bead proximity signal; inhibition, % at 2.6 µM; 650,000 compounds, 0.91% hits; AID 1259374; in the data active = inhibition above about 50%;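 note: 0% = vehicle wells with protein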
Target sequence (O75030 whole entry, looked up): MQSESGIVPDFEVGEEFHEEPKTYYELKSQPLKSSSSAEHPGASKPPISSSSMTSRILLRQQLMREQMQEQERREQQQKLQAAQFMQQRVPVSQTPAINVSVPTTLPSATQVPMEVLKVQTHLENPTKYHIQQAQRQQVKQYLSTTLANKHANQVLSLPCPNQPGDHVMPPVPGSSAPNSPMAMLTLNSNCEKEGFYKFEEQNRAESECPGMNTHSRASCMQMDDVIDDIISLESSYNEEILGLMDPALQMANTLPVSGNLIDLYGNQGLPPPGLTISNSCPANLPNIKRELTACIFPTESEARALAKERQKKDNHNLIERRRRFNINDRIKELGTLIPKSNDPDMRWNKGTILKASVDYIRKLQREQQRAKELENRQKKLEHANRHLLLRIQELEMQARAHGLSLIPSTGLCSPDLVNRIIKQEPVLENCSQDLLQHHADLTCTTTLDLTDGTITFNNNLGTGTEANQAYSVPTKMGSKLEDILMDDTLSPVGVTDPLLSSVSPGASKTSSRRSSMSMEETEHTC
An asterisk follows results filed as active; . = not tested or not shown; & = joins results of further samples. Hits appear at their usual frequency; overall some 3.4% were active at least once.

structure	GPR151 activ	TEAD-YAP inh	FBW7 activator	MITF inh
CC(C)(C)NS(=O)(=O)c1ccc(NC(=O)Cc2ccc(Cl)cc2)cc1	-1.2	9	0.5	15
O=C(CC1CCCCC1)Nc1ccccc1[N+](=O)[O-]	0.6	-7	-0.2	-6
COC(=O)c1ccc(N2C(=O)c3ccccc3NC2c2ccc3c(c2)OCO3)cc1 (stereo unspecified)	-2.8	-55	-0.1	15
CC(=O)NC(CCS(C)(=O)=O)C(=O)Nc1cccc(C(F)(F)F)c1 (stereo unspecified)	0.1	6	0.1	1
N#C/C(=C\c1ccco1)C(=O)Nc1ccc(Cl)c([N+](=O)[O-])c1	0.1	-2	0.6	15
Cc1ccccc1C1C2=C(CC(C)(C)CC2=O)Nc2ncnn21 (stereo unspecified)	-1.0	-11	0.8	-10
Cc1[nH]ncc1-c1ccc(NC(=O)[C@H]2Cc3ccccc3CN2)c(OCCN(C)C)c1	-0.9	-1	0.8	21
CN(C)NC(=O)Nc1ccc2snnc2c1	-2.3	-1	0.0	-10
COc1ccc(Cl)cc1C(=O)Nc1ccc2oc(-c3ccc(C(C)(C)C)cc3)nc2c1	-0.2	38*	0.5	8
CSCCC(NS(=O)(=O)c1cccc2nsnc12)C(=O)O (stereo unspecified)	0.8&-1.0	11&-8	0.8&0.0	-11&-1
CCOc1ccccc1N1CCN(C(=O)C2CCC2)CC1	-0.4	-2	0.4	7
NC(CSCc1ccccc1)C(=O)O (stereo unspecified)	-0.4	4	0.3	17

Arranged by formula weight (descending): some entries from above
structure	GPR151 activ	TEAD-YAP inh	FBW7 activator	MITF inh
Cc1[nH]ncc1-c1ccc(NC(=O)[C@H]2Cc3ccccc3CN2)c(OCCN(C)C)c1	-0.9	-1	0.8	21
CC(=O)NC(CCS(C)(=O)=O)C(=O)Nc1cccc(C(F)(F)F)c1 (stereo unspecified)	0.1	6	0.1	1
CSCCC(NS(=O)(=O)c1cccc2nsnc12)C(=O)O (stereo unspecified)	0.8&-1.0	11&-8	0.8&0.0	-11&-1

(list continues)
structure	GPR151 activ	TEAD-YAP inh	FBW7 activator	MITF inh
S=C(Nc1cccc(Cl)c1)N1CCN(Cc2ccc3c(c2)OCO3)CC1	0.0	-9	-0.3	0
Cc1cc(C)n2nc(SCCCF)nc2n1	1.2	-4	0.7	11
C/C(=N\NC(=O)c1cccc([N+](=O)[O-])c1)c1ccc([N+](=O)[O-])o1	3.8	14	0.2	16
Cc1ccc(OCc2nc(-c3ccc(Cl)cc3)no2)cc1C	0.6	-1	-0.2	-3
Cc1cc(C)n2nc(SC(C)C(=O)N(C)c3ccccc3)nc2n1 (stereo unspecified)	0.5	-1	0.1	6
O=C1CC(NC2CCCC2)C(=O)N1c1ccc(Cl)cc1 (stereo unspecified)	1.0	0	0.0	-22
O=C(CN1C(=O)c2cccc3cccc(c23)C1=O)NO	3.3	-19	-0.1	-3
CCC(=O)N1CCC(O)(c2ccccc2OC)CC1	-0.8	4	0.2	12
COCCNC(=O)CCNC(=O)c1cc(OC)c(OC)c(OC)c1	1.0	-3	-0.2	-2
CCc1n[nH]c2c1/C(=N\O)CC(c1ccccc1)C2 (stereo unspecified)	0.5	-1	0.1	4
Cc1nc2ccc(Br)cn2c1C(=O)N/N=C\c1cccc2ccccc12	0.7	4	0.1	6
Cc1ccc(NCc2nnc(SCC(=O)NC3CCCC3)n2C)cc1	1.1	-5	0.1	2
Cc1nc(Nc2ccccc2)cc(-c2cncc(-c3ccccc3)c2)n1	1.6	9	0.0	-8
OC(c1ccc(Cl)cc1)(c1ccc(Cl)cc1)c1cccnc1N1CCCCC1	0.8	9	0.7	13
O=C(NCCOc1ccccc1)c1cccs1	-3.8	-44	-0.1	-1
CCOC(=O)C1=C(C)NC(=O)NC1c1ccc(OC)cc1 (stereo unspecified)	1.5&0.3	-5&0	-0.1&0.0	3&1
CC1CCCCC1NC(=O)c1cc(Sc2ccc(F)cc2)nc2ccccc12 (stereo unspecified)	-1.4	0	0.0	10
CSc1cccc(NC(=O)CN2C(=O)C3C4C=CC(C4)C3C2=O)c1 (stereo unspecified)	0.6	9	0.0	20
Oc1nc(-c2ccc(Br)cc2)n2ccncc12	0.9	-4	-0.5	-7
COc1cc(NC(=O)c2ccco2)c(C(=O)OCC(=O)N2CCC(C)CC2)cc1OC	0.4	4	0.1	12
CC(C)C(Br)C(=O)Nc1nnc(-c2cccc([N+](=O)[O-])c2)s1 (stereo unspecified)	1.3	1	-0.2	21
COc1ccc(N(CC(=O)Nc2ccc(F)cc2)C2=NC3CS(=O)(=O)CC3S2)cc1 (stereo unspecified)	0.5	3	-0.2	-1
Cc1cc(C)n(-c2ccc(NC(=O)C3CCN(Cc4nccs4)CC3)cc2)n1	-0.7	7	0.5	-3
CCOC(=O)CC1C(=O)NCCN1Cc1ccc(OC)c(C)c1C (stereo unspecified)	0.9	-5	0.0	1
O=C(Nc1cnc2ccccc2c1)c1cn(-c2ccc(Cl)cc2)c(=O)c2ccccc12	0.0	-1	0.1	0
CCc1ccccc1N(CC(=O)NC(C)(C)C)S(=O)(=O)c1ccccc1	-0.2	7	-0.1	2
O=C(CSc1nc2ccsc2c(=O)n1NC(=O)COc1ccccc1Br)NCC1CCCO1 (stereo unspecified)	0.1	-2	-0.1	5
CCCOc1ccccc1OCC(=O)O	-0.4	-6	0.0	2
CCOc1ccc2nc(SCC(=O)Nc3nc(C)cs3)c(C#N)cc2c1	-0.7	-31	0.0	17
CC(C)COc1ccc(C(=O)NCC2(c3ccccc3)CCCC2)cc1	0.3	1	0.0	0
CC(C)(C)c1ccc(S(=O)(=O)N2CCNC(=O)C2)cc1	-0.2	-13	0.4	13
CC(C)(CNC(=O)Cc1csc(-c2ccccc2)n1)N1CCOCC1	-0.5	7	0.7	3
CCc1nnc(NC(=O)CCCOc2cccc(C)c2)s1	-0.2	-7	0.0	7
CCCCc1c(C)nn(-c2nnc3c4ccccc4n(CC)c3n2)c1C	-0.1	7	0.1	1
CCOc1cc(C(=O)O)c([N+](=O)[O-])cc1OC	-0.5	7	0.4	0
CCC(C(=O)Nc1ccc2c(c1)OCO2)c1ccccc1 (stereo unspecified)	0.7	-5	-0.1	0
Cc1cccc(C(=O)OCC(=O)c2ccc(Cl)s2)c1	0.3	-3	0.4	1
CCOC(=O)CNC(=O)OCc1ccccc1	-0.7	4	-0.1	0
O=C(c1ccc2c(=O)n(Cc3ccc4c(c3)OCO4)c(=S)[nH]c2c1)N1CCN(C2CCCCC2)CC1	0.2	-4	0.3	14
O=c1c2ccccc2cnn1Cc1n[nH]c(=S)n1-c1ccc2c(c1)OCO2	-0.8	7	0.0	12
CS(=O)(=O)N(CC(=O)O)c1cccc(Cl)c1	-0.8	8	0.1	8
COc1ccc(-n2nc3cc(C)c(NC(=O)COc4ccc(C(C)(C)C)cc4)cc3n2)cc1	0.1	2	-0.3	6
O=C(Cn1c(SCc2ccccc2)nc2ccccc21)Nc1cccc2ccccc12	0.8	6	0.0	12
COc1ccc2c(c1)C(C)CC(C)(C)N2C(=O)Nc1ccc(Cl)cc1 (stereo unspecified)	-0.8	-12	0.7	19
CCC(C)c1c(O)nc(SCC(=O)NC(C)(C)C)[nH]c1=O (stereo unspecified)	-0.9	11	-0.8	8
O=C(N/N=C/c1cc(Cl)cc(Br)c1O)c1ccccc1O	0.7	57*	-0.2	27
Cc1cc(C)c(S(=O)(=O)N(C)CC(N)=O)c(C)c1	0.7	-12	0.1	-8
O=C(O)c1cc(C(=O)O)c(=O)[nH]c1-c1cccc(C(F)(F)F)c1	1.4	5	-0.2	11
CCOC(=O)CC(C(C)C)N(Cc1ccc(Cl)c([N+](=O)[O-])c1)S(=O)(=O)c1ccc(F)cc1 (stereo unspecified)	4.2	3	-0.1	-8
CCc1nnc(NC(=O)c2ccc3c4c(cccc24)CC3)s1	-1.7	-53	1.1	12
O=C1CN(C(=O)c2cccc([N+](=O)[O-])c2)C(c2ccccc2)c2cc(Cl)ccc2N1 (stereo unspecified)	-0.3	0	0.0	3
CCOc1ccccc1OCC(=O)Nc1ccc(C(=O)O)cc1	-0.1	5	0.9	17
Cc1cccc(C)c1NC(=O)CSc1nnnn1-c1ccc(F)cc1F	0.7	2	0.0	9
O=C1NC2(CCN(Cc3ccc(Cl)cc3)CC2)C(=O)N1Cc1ccc(F)cc1	-1.3	11	0.9	10
COc1cc(NC(C)=O)c(Cl)cc1NC(=O)c1ccccc1	1.4	4	0.2	11
CCCc1[nH]n(-c2ccc(F)cc2)c(=O)c1C=NCCN1CCOCC1	3.0	4	-0.1	2
O=C(NCCc1c[nH]c2ccccc12)OCc1ccc([N+](=O)[O-])cc1	2.4	9	0.1	2
COc1ccc(NS(=O)(=O)c2c(C)ccc3nsnc23)cc1	0.5	-5	-0.1	-1
CCc1nnc(NC(=O)CN2C(=O)C3C4C=CC(C4)C3C2=O)s1 (stereo unspecified)	-1.0	-7	0.5	12
O=C1CCCC/C1=C/Nc1nc(-c2ccccc2)cs1	0.5	-36	-0.1	4

Individual results from above.
CCOC(=O)CC(C(C)C)N(Cc1ccc(Cl)c([N+](=O)[O-])c1)S(=O)(=O)c1ccc(F)cc1 (stereo unspecified) in MITF inh = -8
Cc1cccc(C)c1NC(=O)CSc1nnnn1-c1ccc(F)cc1F in FBW7 activator = 0.0
O=C1CN(C(=O)c2cccc([N+](=O)[O-])c2)C(c2ccccc2)c2cc(Cl)ccc2N1 (stereo unspecified) in MITF inh = 3
CCc1nnc(NC(=O)CN2C(=O)C3C4C=CC(C4)C3C2=O)s1 (stereo unspecified) in MITF inh = 12
O=C1CCCC/C1=C/Nc1nc(-c2ccccc2)cs1 in MITF inh = 4
O=C1NC2(CCN(Cc3ccc(Cl)cc3)CC2)C(=O)N1Cc1ccc(F)cc1 in MITF inh = 10
CCOc1ccccc1OCC(=O)Nc1ccc(C(=O)O)cc1 in TEAD-YAP inh = 5

Other entries.
structure	GPR151 activ	TEAD-YAP inh	FBW7 activator	MITF inh
Cc1cc(OC(=O)c2ccc([N+](=O)[O-])cc2Cl)ccc1C(C)C	2.0	0	-0.1	11
COc1ccc([C@@H]2[C@@H](C(=O)c3ccc(C)cc3C)N3c4ccccc4C=C[C@@H]3C2(C#N)C#N)cc1OC	-1.3	7	0.2	8
O=C(O)CC1(CC(=O)N2CCCC2)CCCCC1	0.7	-4	0.1	2
O=C(Nc1ccc(Br)cc1)c1cc2ccccn2n1	-2.6	-26	0.0	2
COc1cc(C=O)cc(OC)c1OC(=O)c1ccc([N+](=O)[O-])cc1	-1.4	-5	0.2	21
CCOC(=O)c1ccc(P(C)(C)=O)cc1	0.7	3	0.3	-8
COc1ccccc1Cn1c(=S)[nH]c2cc(C(=O)NC(C)C)ccc2c1=O	-0.7	-2	0.0	-5
OCCNc1nc2ccccc2n1CN1CCc2ccccc2C1	-1.0	11	0.8	15
O=C(CCSc1ccc(F)cc1)Nc1ccccc1-c1nc2ccccc2[nH]1	0.2	6	0.0	2
NC(C(=O)N1CCN(c2ccc3[nH]ncc3c2)CC1)c1ccc(F)cc1F (stereo unspecified)	0.5	7	0.1	-4
O=C1Nc2cc(C(=O)N3CCN(c4ccc(Cl)cc4)CC3)ccc2Nc2ccccc21	1.9	-4	-0.2	4
C/C(=N/NC(=O)c1cc(-c2ccc(C)s2)[nH]n1)c1cccc(O)c1	-0.2	-4	0.4	1
COC(=O)C1=C(C)N(CCc2cc(OC)c(OC)c(OC)c2)C(=O)N[C@H]1c1ccc(Br)cc1	0.7	.	-0.2	-5
Cc1cc(C(=O)NCC(O)c2ccc(C)o2)no1 (stereo unspecified)	0.2	3	0.1	-4
COc1cc(OC)cc(C(=O)Nc2cc(C(=O)Nc3cccc(C(F)(F)F)c3)ccc2N2CC3CC(C2)c2cccc(=O)n2C3)c1 (stereo unspecified)	-0.3	2	-0.2	-5
O=c1c2ccccc2nc(SCc2c(F)cccc2F)n1Cc1ccccc1	-1.4	-12	0.0	-10
O=C(Nc1ncc(Cc2ccccc2)s1)C1CCCCC1	2.6	-73	-0.2	4
CCOC(=O)C1C(=O)NCC1c1ccccc1 (stereo unspecified)	0.8	-3	0.1	8
Cc1ccc(S(=O)(=O)N(CC(O)CN2CCCC2)c2cccc(C)c2)cc1 (stereo unspecified)	0.5	-6	0.0	-9
Cc1ccc(C(=O)N2CC(C)OC(C)C2)o1 (stereo unspecified)	3.0	3	-0.1	12
O=C(NCc1ccccc1)c1cccc(Nc2nccc3ccccc23)n1	0.3	10	-0.2	5
O=C(NCC1COCCO1)c1ccc(CN2CCCCCC2)[nH]c1=O (stereo unspecified)	-0.3	-8	0.2	0
OC1CSc2nc3ccccc3n2C1 (stereo unspecified)	-0.4	-10	0.1	-17
CCCCOc1ccc(NC(=O)C(=O)NCC2CCCO2)cc1 (stereo unspecified)	1.6	4	0.1	11
COc1ccc(CNc2ccc3c(c2)ncn3C(C)(C)C)c(OC)c1	-1.1	-37	-0.2	4
FC(F)(F)c1ccc(Nc2nc(NCc3cccc(C(F)(F)F)c3)c3ncn(-c4ccccc4)c3n2)cc1	-0.6	0	-0.1	11
COc1ccc(C(=O)OC(COc2ccccc2)Cn2ccnc2)cc1 (stereo unspecified)	1.1	6	0.0	3
